Screens from PubChem.
TAAR1 ag: human TAAR1 agonists, primary screen, Fluo-8 calcium fluorescence, CHO RD-HGA16 cells; Trace amine-associated receptor 1 (Homo sapiens), Q96RJ0; vehicle wells 0%, saturating PEA agonist 100%; activation, % at 3 µM; actives 0.99% (n = 360,000); AID 624467, 2012;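 active = activation above the mean activation of all test compounds in the run plus 3 SD, cut at about 38% in these data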
Target sequence (Q96RJ0 whole entry, looked up): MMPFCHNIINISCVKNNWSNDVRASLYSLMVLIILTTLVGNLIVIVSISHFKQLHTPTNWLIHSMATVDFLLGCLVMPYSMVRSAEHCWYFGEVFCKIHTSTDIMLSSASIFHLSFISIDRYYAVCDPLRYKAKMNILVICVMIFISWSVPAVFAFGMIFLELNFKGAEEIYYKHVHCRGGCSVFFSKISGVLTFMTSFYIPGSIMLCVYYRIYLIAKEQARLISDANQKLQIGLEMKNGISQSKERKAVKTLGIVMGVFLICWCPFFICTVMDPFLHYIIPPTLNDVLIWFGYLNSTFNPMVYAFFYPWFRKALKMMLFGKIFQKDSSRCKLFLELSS
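System: CHO RD-HGA16 cells carrying human TAAR1 plus Gα16; Incubation: 17-24 h seeding, 75 min 37 °C dye, 30 min RT; Measured by: Fluo-8 fluorescence, 5 s baseline then 140 s kinetic read; Control set: DMSO and PEA EC100; Replication: single well for each compound.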
M4 PAM: human M4 muscarinic receptor positive allosteric modulators, primary screen, CHO-K1 cells, Fluo-8 calcium fluorescence | activation, % at 3 µM | AID 624126, 2012 | Muscarinic acetylcholine receptor M4 (Homo sapiens), P08173 | CHO-K1 hM4/Gqi5, ACh EC20; 0% = ACh EC20, 100% = maximal ACh | actives 0.4% (n = 360,000);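 active = activation above its plate's cutoff, the mean activation of sample wells plus 3 SD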; note: some results filed as inactive read as strong as hits
Target sequence (P08173 whole entry, looked up): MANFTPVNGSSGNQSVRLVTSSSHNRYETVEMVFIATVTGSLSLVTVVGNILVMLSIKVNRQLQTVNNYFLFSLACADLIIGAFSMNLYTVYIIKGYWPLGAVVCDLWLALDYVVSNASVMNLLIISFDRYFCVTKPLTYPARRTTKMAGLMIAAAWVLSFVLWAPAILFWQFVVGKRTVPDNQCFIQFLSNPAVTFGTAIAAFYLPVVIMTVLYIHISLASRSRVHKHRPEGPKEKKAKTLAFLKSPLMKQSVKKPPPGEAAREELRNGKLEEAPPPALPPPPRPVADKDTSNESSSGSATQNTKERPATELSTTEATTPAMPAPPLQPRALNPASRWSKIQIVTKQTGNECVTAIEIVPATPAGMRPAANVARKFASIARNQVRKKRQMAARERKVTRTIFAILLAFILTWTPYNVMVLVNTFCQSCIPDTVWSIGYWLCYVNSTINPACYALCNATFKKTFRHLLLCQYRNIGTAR
TAAR1 antagonist: human TAAR1 antagonists, primary screen, Fluo-8 calcium fluorescence, CHO RD-HGA16 cells; Trace amine-associated receptor 1 (Homo sapiens), Q96RJ0; antagonist; inhibition, % at 3 µM; actives 1.5% (n = 360,000);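 active = inhibition above a per-plate cutoff, the mean inhibition of test compounds on that plate plus 3 SD, cut at about 49% in these data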;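 note: 0% = DMSO plus EC80 beta-PEA response and 100% = DMSO alone without agonist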
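test system = CHO RD-HGA16 cells bearing hTAAR1 | replication = singlicate | controls = DMSO-only wells and EC80 β-PEA-stimulated wells | reagent = EC80 β-phenethylamine stimulus | read-out basis = percent inhibition of PEA-evoked calcium signal, max/basal emission ratio | schedule = seeding 17-24 h prior, 75-min 37 °C, 30-min RT dye loading | signal = kinetic Fluo-8 calcium fluorescence measurement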
CHRM5 antagonist: human M5 muscarinic receptor antagonists, primary screen, CHO cells, Fluo-8 calcium fluorescence; Muscarinic acetylcholine receptor M5 (Homo sapiens), P08912; CHO-hM5 cells, ACh EC80; inhibition, % at 3 µM; actives 0.59% (n = 360,000); AID 624040, 2012;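 active = inhibition above a per-plate cutoff, the mean of that plate's test compounds plus 3 SD, cut at about 27% in these data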;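 note: 0% = acetylcholine EC80 with DMSO and 100% = DMSO without agonist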
CRFR2-BP ag: agonists of CRF-BP/CRF-R2 complex, primary screen, cell-based, HEK293, calcium dye fluorescence, uHTS; calcium dye fluorescence (FLIPR); percent of saturating CRF peptide response; CRF-binding protein / CRF receptor 2 complex (human); actives 0.46% (n = 350,000); activation, % at 13.2 µM;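 active = activation of at least 50%, plus an integration ratio under a set limit after plate pattern correction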;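 note: plate controls were neutral control wells without compound for no effect and CRF at EC100 for full effect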
M5 PAM: human M5 muscarinic receptor positive allosteric modulators, primary screen, CHO-K1 cells, Fluo-8 calcium fluorescence; Muscarinic acetylcholine receptor M5 (Homo sapiens), P08912; activation, % at 3 µM; actives 0.3% (n = 360,000); CHO-K1 hM5, ACh EC20 PAM; 0% = ACh EC20, 100% = ACh EC100;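 active = activation above the run cutoff, the mean activation of all test compounds plus 3 SD, cut at about 18% in these data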
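Assay system – human M5 receptor in CHO-K1 cells · Read-out – % activation, ACh-normalized · Technique – Fluo-8 calcium fluorescence · Dosing – single-point, 3 µM nominal · Incubation – Fluo-8 loading 80 min at 37 °C plus 30 min room temperature · Repeats – singlicate, one well per test compound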
CHO-K1 Ca PAM: nonselective calcium activators in parental CHO-K1 cells, primary screen, counter-screen for M1 PAM project, cell-based, Fluo-8 calcium fluorescence, full deck, 1536-well; ATP EC20; 0% at ATP EC20, 100% at ATP max; activation, % at 3 µM; actives 0.02% (n = 360,000); AID 602247, 2012;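 active = activation above the run cutoff, the mean activation of all test compounds plus 3 SD, cut at about 40% in these data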;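 note: peak over basal fluorescence ratio in a 140 s read after ATP addition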
CRFBP-R2 block: antagonists of CRF-BP/CRF-R2 complex, primary screen, cell-based, HEK293, calcium dye fluorescence, uHTS; CRF-induced calcium fluorescence; inhibition, % at 11.8 µM; actives 0.59% (n = 350,000); AID 588475, 2011;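 active = inhibition of the ligand-induced calcium signal above about 50% at the single tested concentration, limit read from the data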
M5 ag: human M5 muscarinic receptor agonists, primary screen, CHO-K1 cells, Fluo-8 calcium fluorescence; Muscarinic acetylcholine receptor M5 (Homo sapiens), P08912; activation, % at 3 µM; actives 0.19% (n = 360,000); AID 624037, 2012; CHO-K1 hM5 cells; 0% DMSO wells, 100% maximal acetylcholine response;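 active = activation above the run's mean over test compounds plus 3 SD, cut at about 23% in these data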;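 note: signal is peak over basal fluorescence ratio across the kinetic read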
An asterisk follows results filed as active; / = not tested or not shown. An unsorted share of the library; overall some 4.2% were active at least once.

Structure	TAAR1 ag	M4 PAM	TAAR1 antagonist	CHRM5 antagonist	CRFR2-BP ag	M5 PAM	CHO-K1 Ca PAM	CRFBP-R2 block	M5 ag
COc1ccccc1C(=O)NC(C)c1cccc2ccccc12 (stereo not drawn)	7	-2	-10	8	-1.0	2	23	-2	-3
COc1cc2c(c(OC)c1OC)-c1ccc(NC(=O)c3ccccc3)c(=O)cc1[C@@H](NC(C)=O)CC2	29	0	-20	-7	-0.7	-5	12	2	0
O=C(/C=C/[C@H]1O[C@@H](n2ccc(=O)[nH]c2=O)[C@H](O)[C@@H]1O)N[C@@H](Cc1ccccc1)C(=O)O	3	8	-21	-11	/	6	-8	/	2
O=C(O)c1c(F)c(F)c(F)c(F)c1-c1ccc(Cl)cc1	1	9	-14	0	-2.2	-1	10	10	3
COc1ccc([N+](=O)[O-])cc1NC(=O)CSCc1cc(C)cc(C)c1	4	-5	10	16	-3.3	-13	10	19	-8
COC(=O)c1sc(NC(=O)c2ccc(C)o2)nc1C	7	12	-10	-2	6.3	2	12	-8	0
CN(C)S(=O)(=O)Oc1ccccc1C(=O)Nc1ccc(F)cc1	3	13	0	-10	-0.4	4	8	-8	0
CSc1ccccc1NC(=O)COc1ccc(Cl)cc1C	10	1	-9	-8	-1.2	-1	10	-38	-2
CCN(CC1CCCO1)C(=O)CCc1nnc(Cc2ccc3c(c2)OCO3)o1 (stereo not drawn)	3	-6	11	7	-2.7	1	23	4	-4
COc1ccc(N2C(=O)C3CC=C(Cl)CC3C2=O)cc1 (stereo not drawn)	9	9	-34	-1	-1.3	3	-1	14	3
O=C(c1ccccc1)C1CCN(C(=O)c2cccs2)CC1	3	2	-22	4	-1.4	4	-16	-10	1
O=C(Nc1ccc(C(=O)O)cc1)/C(=C\c1ccccc1)NC(=O)c1ccccc1	0	8	-9	-9	8.3	3	17	-7	-2
N#Cc1cc2c(nc1SCC(=O)Nc1sc3c(c1C#N)CCC3)CCC2	12	5	-11	4	-0.4	0	13	3	-5
Cc1ccc(NC(=O)CCN2C(=O)C3CC=CCC3C2=O)cc1Cl (stereo not drawn)	1	0	-3	12	-0.1	-5	5	-2	0
CCc1nc(SCC(=O)Nc2cc(OC)ccc2OC)c2c(C)c(C)sc2n1	-2	0	-14	6	0.5	-2	-11	9	-1
Cc1nc(SCC(=O)NCc2ccco2)nc(C)c1C	3	7	-2	-2	-1.1	3	12	2	-4
Nn1c(SCC(=O)Nc2ccccc2Oc2ccccc2)nnc1C1CC1	0	1	-24	-1	-0.5	3	15	-6	0
C=CCNC(=O)N1CCC(c2nc3ccccc3s2)CC1	4	-2	-9	6	-0.8	-2	3	-5	-2
CCOC(=O)N1CCC(N2C(=O)c3ccccc3C2Nc2ccc(Cl)cn2)CC1 (stereo not drawn)	5	-2	-42	3	-1.3	-4	11	-4	3
CC1CN(C(=O)CS(=O)(=O)Cc2ccc(Cl)cc2)CC(C)O1 (stereo not drawn)	0	-4	0	4	2.3	-6	11	-6	-2
NS(=O)(=O)c1ccc(S(=O)(=O)c2ccccc2)nc1	/	-1	/	2	-1.3	-2	15	7	-1
Nc1ncc(-n2cncn2)c(-c2ccc(Cl)cc2)n1	5	-5	13	8	-0.6	11	-9	10	-1
COC(=O)c1ccc(NC(=O)CCN2CCN(c3ccccc3)CC2)cc1	8	4	-7	-6	-0.5	-2	12	0	-5
Cn1c(=O)n(Cc2ccc(F)cc2)c(=O)c2c1nc1n2CCCN1C1CCCCC1	2	-5	-4	1	0.0	3	16	-4	-3
CCOC(=O)N1CCN(c2c(NCC3CCN(Cc4cccc(C)c4)CC3)c(=O)c2=O)CC1	0	-8	-3	7	-2.0	-4	6	1	-6
CCOC(=O)N1CCN(S(=O)(=O)c2ccc(C(=O)Nc3sc4c(c3C#N)CC(C)(C)NC4(C)C)cc2)CC1	0	-1	-6	-3	-0.8	4	1	9	-2
N#CC(c1ccc(Cl)cc1)c1ccc2c(C(F)(F)F)cc(C(F)(F)F)nc2n1 (stereo not drawn)	6	-3	46	18	31	-14	9	69*	3
O=C(O)c1cc(-c2ccccn2)n[nH]1	3	11	1	-2	-1.2	3	-1	7	1
Cc1ccc2nc(SCC(=O)NCc3cccs3)c(C#N)cc2c1	3	2	-1	2	0.7	2	-2	-1	2
COc1ccc(C(=O)NCc2ccc3c(c2)OCO3)c(OC)c1	6	-2	-15	0	0.1	-7	-11	20	4
C[C@H](CO)N1C[C@H](C)[C@@H](CN(C)C)Oc2c(NS(=O)(=O)c3ccccc3)cccc2C1=O	0	-2	3	17	-1.1	-10	6	-5	0
Cc1c(OC(C)C(=O)NCc2ccncc2)ccc2c3c(c(=O)oc12)CCCC3 (stereo not drawn)	1	-3	-37	9	-0.1	-3	12	-35	3
C#Cc1ccc([C@H]2C=C(C(=O)NCc3ccccc3)O[C@@H](OCc3ccc(CO)cc3)C2)cc1	7	-9	38	19	-0.6	-12	-6	9	-3
COc1ccc(/C=N/NC(=O)c2cc(-c3cccc(C)c3)nc3ccccc23)cc1O	3	-29	47	17	2.1	-21	17	0	1
O=C(Nc1cccc(Oc2ccc3c(c2)C(=O)NC3=O)c1)c1ccco1	7	10	7	0	-0.4	-2	17	2	1
CCOC(=O)CSc1nc2ccccc2c(=O)n1CC(C)C	14	-6	10	10	0.8	-9	-8	-22	-5
N#Cc1ccccc1NC(=S)NC(=O)c1cccnc1	2	-1	-6	1	-2.0	7	10	8	0
O=C(CN1C(=O)NC2(CCCCC2)C1=O)Nc1ccc2c(c1)CCC2	3	-7	8	-11	0.0	2	16	-22	-2
COCCn1c(COc2cccc(OC)c2)nnc1SCC(=O)NC1CCCCC1	-1	1	-3	7	1.5	4	15	3	-2
CC(=C/c1ccc(C(C)C)cc1)/C=N/NC(=O)CSc1ccccn1	3	-1	16	-2	3.4	-1	3	11	-5

3 compounds from above, sorted by count of non-hydrogen atoms, ascending:
Structure	TAAR1 ag	M4 PAM	TAAR1 antagonist	CHRM5 antagonist	CRFR2-BP ag	M5 PAM	CHO-K1 Ca PAM	CRFBP-R2 block	M5 ag
Nc1ncc(-n2cncn2)c(-c2ccc(Cl)cc2)n1	5	-5	13	8	-0.6	11	-9	10	-1
Cn1c(=O)n(Cc2ccc(F)cc2)c(=O)c2c1nc1n2CCCN1C1CCCCC1	2	-5	-4	1	0.0	3	16	-4	-3
C#Cc1ccc([C@H]2C=C(C(=O)NCc3ccccc3)O[C@@H](OCc3ccc(CO)cc3)C2)cc1	7	-9	38	19	-0.6	-12	-6	9	-3

New compounds follow
Structure	TAAR1 ag	M4 PAM	TAAR1 antagonist	CHRM5 antagonist	CRFR2-BP ag	M5 PAM	CHO-K1 Ca PAM	CRFBP-R2 block	M5 ag
C=CCOc1ccc(CNCc2cccnc2)cc1	12	-8	-4	-10	-0.5	0	12	4	-21
O=C(COC(=O)c1ccccc1NC(=O)c1ccco1)NC1CCS(=O)(=O)C1 (stereo not drawn)	3	0	-10	11	1.1	-3	-7	-2	-2
O=C(COC(=O)C12CC3CC(CC(Cl)(C3)C1)C2)N1CCCCC1	21	5	-19	2	-0.1	-5	-6	-7	4
CCc1ccc(-c2nc(SCC(=O)c3c(N)n(C4CC4)c(=O)[nH]c3=O)n[nH]2)cc1	0	3	3	0	-0.9	7	-13	-11	1
O=S1(=O)N=C(N=Nc2c(O)[nH]c3ccccc23)c2ccccc21	0	3	12	2	-1.4	0	-4	9	-2
COc1ccc(N[C@@H]2CCN3C(=O)c4ccccc4[C@@H]3C[C@H]2O)cc1	3	-8	6	-5	-2.6	2	11	2	1
COc1cc(NC(=O)c2cnn3c(C(F)F)cc(C4CC4)nc23)c(OC)cc1Cl	0	-3	13	-6	-1.9	8	10	25	6
COCC(=O)Nc1cc(C(=O)OC)cc(C(=O)OC)c1	2	-3	0	1	1.4	1	24	18	0
CCSc1nc(C)nc2sc(C)c(C)c12	9	9	-5	4	-1.8	0	15	8	1
COc1ccc(N2CCN(S(=O)(=O)CCNC(=O)/C=C/c3ccc4c(c3)OCO4)CC2)cc1	2	4	-33	4	-0.3	-9	-16	4	6
CCCc1nc([N+](=O)[O-])c(S(=O)(=O)c2ccccc2)n1CC(C)C	15	4	-3	4	-0.9	-7	17	-4	-4
Cc1ccc(N(CCC(=O)NC(C)(C)C)S(=O)(=O)c2ccc(C)cc2)cc1	0	-1	-13	1	2.2	-5	8	19	-3
NCCN1CCN(S(=O)(=O)c2ccc([N+](=O)[O-])cc2)C=C1c1ccc(Cl)cc1	2	8	16	10	1.2	-2	-5	2	0
Cc1ccc(CNC(=O)c2nnn(-c3cccc(C)c3)c2N)cc1	2	10	-24	-4	-1.3	0	16	5	-3
O=c1c2[nH]c3ccc(Cl)cc3c2ncn1Cc1ccccn1	0	1	13	-5	0.1	1	3	30	-1
CN(C)c1ncc(CN2CCC(C(=O)Nc3ccc(-n4cccn4)cc3)CC2)s1	2	-1	-17	-9	0.2	1	-3	-3	0
COc1ccc(CCNC(=O)Cc2cc3c(cc2[N+](=O)[O-])OCO3)cc1OC	2	0	8	12	0.7	-5	15	17	1
O=C(c1ccc(CS(=O)Cc2cccc(Cl)c2)o1)N1CCN(c2ccc(F)cc2)CC1 (stereo not drawn)	6	-8	0	1	-2.5	-2	1	-4	1
COc1ccccc1C(=O)NC(=S)Nc1ccc(Cc2ccncc2)cc1	2	-10	24	5	-0.3	-12	2	-7	-3
NC(=O)c1cc(S(=O)(=O)NCCCc2ccco2)cs1	2	-5	-19	2	-0.1	-4	4	-7	0
O=C(N/N=C/c1ccccc1O)C1CCCC1	2	-3	-5	3	-0.8	3	21	7	-1
Cc1cccc(N2CN(S(=O)(=O)c3cccc([N+](=O)[O-])c3)c3nc4ccccc4nc32)c1	3	8	10	13	-1.3	-2	24	-7	2
COc1ccc2oc(C(=O)N3CCN(S(=O)(=O)c4cccc([N+](=O)[O-])c4)CC3)c(C)c2c1	3	-3	30	14	2.6	-4	14	8	-3
Cn1cc(CN2CCN(Cc3ccccc3)C(CCO)C2)c(-c2ccccc2)n1 (stereo not drawn)	1	3	-2	3	-2.0	1	-8	0	-5
COc1cc2c(cc1OC)CN(C(=O)c1cc(C3CC3)nn1-c1ccccc1)CC2	0	-7	21	4	-0.5	0	8	9	0
